yeast bub3 – NCI yeast anticancer drug screen, S. cerevisiae bub3 mutant strain; AID 167, 2004; 78,000 tested, 9.9% active; % growth inhibition at 50 µM;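 note: 0% = growth of vehicle-only cultures of the same strain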
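Screening used yeast with an engineered genetic alteration affecting cell cycle control. Compound-exposed cultures were compared with vehicle cultures, and reduced growth was taken as inhibition.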
mlh1 rad18 – NCI yeast anticancer drug screen, S. cerevisiae mlh1 rad18 strain | 79,000 tested, 11% active | growth inhibition, % at 50 µM;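 note: 0% = growth of vehicle-only cultures of the same strain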
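Cells of a genetically altered yeast strain, deficient in DNA damage repair, were treated with compound. Their growth was then compared with that of vehicle-treated cultures to give inhibition.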
cln2 rad14 – NCI yeast anticancer drug screen, S. cerevisiae cln2 rad14 strain; % growth inhibition at 50 µM; 78,000 tested, 8.3% active; AID 165, 2004;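 note: 0% = growth of vehicle-only cultures of the same strain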
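Yeast carrying cln2 and rad14 alterations (cell cycle control and DNA damage repair) were exposed to compounds. Growth inhibition was measured against vehicle-treated controls.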
yeast sgs1 mgt1 – NCI yeast anticancer drug screen, S. cerevisiae sgs1 mgt1 strain. 78,000 tested, 10% active. growth inhibition, % at 50 µM;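 note: 0% = growth of vehicle-only cultures of the same strain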
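Growth of a repair-deficient yeast mutant was monitored after compound treatment and expressed as inhibition relative to vehicle-treated cultures.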
rad50 – NCI yeast anticancer drug screen, S. cerevisiae rad50 strain. growth inhibition, % at 50 µM. 79,000 tested, 10% active;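 note: 0% = growth of vehicle-only cultures of the same strain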
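DNA repair mutant yeast, compound exposure, growth read-out; inhibition is taken relative to vehicle.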
yeast mec2-1 – NCI yeast anticancer drug screen, S. cerevisiae mec2-1 strain. 79,000 tested, 9% active. % growth inhibition at 50 µM;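 note: 0% = growth of vehicle-only cultures of the same strain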
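Using mec2-1 yeast: add compound, measure growth, express inhibition versus vehicle-treated cultures.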
An asterisk follows results filed as active; / = not tested or not shown. Cut-off read from the data, not from the text of the source: active = growth inhibition above about 70%; inactive = the rest.

Structure,yeast bub3,mlh1 rad18,cln2 rad14,yeast sgs1 mgt1,rad50,yeast mec2-1
O=C1NCc2ccccc21,2,0,-3,-32,-18,-34
COc1cc(NC=C2C(=O)OC(C)(C)OC2=O)c(OC)c(C)c1OC,-23,4,0,-10,1,-27
CC(CN(CP(=O)([O-])[O-])CP(=O)([O-])[O-])N(CP(=O)([O-])[O-])CP(=O)([O-])[O-].N.N.[Pt+2] (centres undefined),10,-11,24,-19,-19,-20
CC(C)(C)C(=O)C(c1ccc(-c2cscn2)cc1)c1ccc(-c2cscn2)cc1,-5,-22,1,-1,-2,-3
COC(=O)C(S)(NC(C)=O)C(C)C (centres undefined),-19,16,-30,-1,0,-10
COc1cc2c(c3c1c(=O)c1cccc(F)c1n3C)C=CC(C)(C)O2,11,29,8,-2,9,13
CS(=O)(=O)N(N(CCCl)S(=O)(=O)c1ccccc1)S(C)(=O)=O,-9,-24,2,-7,27,-13
COc1ccc(-c2csc(=[N+]3CCCCC3)s2)cc1,-20,-26,-6,0,8,0
CN1C(=O)CCSC1=S,14,-2,-19,-5,4,-12
CCOC(=O)C(O)(CC)c1cc[n+](Cc2cc3ccccc3nc2Cl)cc1C (centres undefined),6,20,-10,17,38,8
O/N=C1/CC2(N3CCOCC3)C3CC/C(=N\O)C2CC1(Cc1ccccc1)C3 (centres undefined),-11,-10,28,17,3,0
CNC1(C(=O)O)CC1,-20,-11,4,-18,-16,-4
CSc1nc2c(N)ncnc2n1C,8,37,28,10,11,1
CC(=O)Nc1ccc(S(=O)(=O)NN)cc1,5,9,10,-5,-16,-12
C=CC(=O)N1C/C(=C\c2ccc(OC)cc2)C(=O)/C(=C/c2ccc(OC)cc2)C1,-20,-17,5,-1,42,-17
O=C(NCCNCCNCCNC(=O)c1cc(-c2ccccc2)nc2ccccc12)c1cc(-c2ccccc2)nc2ccccc12,99*,99*,99*,99*,99*,99*
NNC(=O)c1cccs1,-1,37,-8,-6,16,1
Cc1cccc(NCc2ccccc2)c1,30,25,-22,19,32,6
C=C(Br)CN1CCC2(c3ccccc3)C(=O)C([Se]c3ccccc3)CCC12 (centres undefined),-1,-1,-7,9,-5,8
CCOC(=O)c1csc(CCCCCCc2nc(C(=O)OCC)cs2)n1,-5,-2,22,-12,-31,-19
Cc1ccc(N)c(Cl)c1,1,2,6,-1,2,-12
COc1cc2c(cc1OCc1ccccc1)C(c1cc(OC)c(OC)c(OC)c1)=C1C(=O)OCC1C2 (centres undefined),-1,1,-7,-16,9,-1
O=S(=O)(O)Cc1cccc2ccccc12,-3,23,-18,12,38,7
NC(=O)N1CCCC1,9,2,8,-4,-2,13
CC(/C=C/c1ccc(Cl)cc1)=N\NC(N)=S,50,61,47,49,68,69
O=C1C(Cc2ccc(O)cc2)NC(=S)N1c1ccccc1 (centres undefined),20,-20,-3,25,1,-10
COC1CC(NC(=O)C(F)(F)F)C(O)C(C)O1 (centres undefined),6,16,-28,-10,15,4
O=C(O)c1cc(F)cc(F)c1,-10,-10,-3,4,1,1
Cc1cc(Br)ccc1Br,-4,9,-36,-2,35,19
O=C(NNCN1C(=O)c2ccccc2C1=O)c1ccccc1,/,-5,/,/,-14,-16
C/C(=N\NC(=S)Nc1ccc([N+](=O)[O-])cc1S(=O)(=O)O)c1ccccn1,0,23,-2,-6,13,20
O=C(NCCCCCCCN1CCCCCCC1)C(C1CCCCC1)C1CCCCC1,99*,99*,96*,99*,99*,94*
CCC(C)C1CCCCC1OC(=O)CCl (centres undefined),-10,-19,0,-16,-5,-15
COc1ccc(C(=O)C(CCC(=O)/C=C/c2ccccc2)S(C)(=O)=O)cc1 (centres undefined),1,2,40,17,9,4
CCCCCCc1cc(-c2cc(CCCCCC)nc(N)n2)nc(N)n1,-9,16,5,0,-4,7
O=C(O)C(c1ccccc1)C(O)C1CCCC1 (centres undefined),-7,-4,-11,1,-3,-11
CCN1/C(=C\C2=C([O-])C(=C/c3sc4ccccc4[n+]3CC)/C2=O)Sc2ccccc21,-9,-18,4,-15,-24,-27
COC(=O)C1CCC(=O)N1CN(C(C)=O)c1cc(OC)ccc1OC (centres undefined),-5,-50,6,3,15,0
Oc1ccc(-c2ccc3ccccc3c2)cc1,99*,99*,99*,99*,99*,99*
Cc1nc(C)c(Cc2ccccc2)o1,5,31,28,18,1,21
Cc1[nH]c2ccccc2c1C(c1ccc(N)cc1)c1c(C)[nH]c2ccccc12,98*,98*,39,98*,95*,96*
COC(=O)c1cc(=O)c2scc(C)[n+]2[nH]1,-3,-5,10,19,-5,-11
CN=S(=O)(OCCCCCOS(=O)(=NC)c1ccccc1)c1ccccc1 (centres undefined),-7,-34,-19,-14,15,-3
CCOC(=O)NC(Nc1ccc(C(=O)O)cc1)(C(F)(F)F)C(F)(F)F,5,11,19,-38,-6,-11
CN(C)C1=Nc2ccccc2C(=S)N2CSCC12 (centres undefined),-64,-20,-12,-17,-29,-37
COc1ccc(Cl)cc1NC(=O)c1cccc(Cl)c1,30,0,11,8,19,17
CCOc1ncn(-c2ccc(NC(=S)NC3OC(CO)C(O)C(O)C3O)cc2)n1 (centres undefined),-24,1,0,-8,-7,-15
C/C(=N\NC(=S)N1CC2CCC(CC2)C1)c1cccc(C)n1,18,14,9,19,22,-1
O=C(CC(=O)n1nc(-c2ccccc2)c(N=Nc2ccccc2C(=O)O)c1-c1ccccc1)Nc1ccc(Cl)cc1,89*,36,9,42,49,36
Nc1ccc2c(n1)NCC/C2=N\Nc1ccccc1,88*,98*,61,79*,90*,78*
O=[N+]([O-])c1cc(Br)ccc1N1CCCC1,-2,-7,-12,4,-9,4
CCC(Cl)COP(=O)(OCC(Cl)CC)OC(c1ccc(Cl)c(Cl)c1)P(=O)(OCC(Cl)CC)OCC(Cl)CC (centres undefined),56,86*,76*,93*,55,91*
Cn1cc(-c2ccc3c4ccccc4n(C)c3c2)c2ccccc21,-10,2,-3,-8,-18,-4
O=C(O)c1ccc2ccccc2c1C(=O)O,-2,-2,-7,0,6,-2
OC(c1cc2ccccc2c2ccccc12)C1CCCCN1 (centres undefined),20,36,13,44,22,17
O=C(Nc1nc2ccc([N+](=O)[O-])cc2s1)C(=O)C(C(=O)c1ccncc1)C1OC(=O)c2ccccc21 (centres undefined),50,27,39,-20,24,9
CC1CCCC/C1=N/NC(N)=O (centres undefined),27,-1,-3,-14,23,0
Cc1ccccc1NC(=O)CC(=O)N1N=C(N(CCC#N)c2ccccc2Cl)CC1c1ccccc1 (centres undefined),-10,-8,16,-39,4,-10
CN(C)C=Nc1ccn(CCO)c(=O)n1,22,33,19,24,22,-17
CCC(CC)N(CCNc1cc(OC)cc2cccnc12)CC(C)C,57,68,50,54,61,26

(cont.)
Structure,yeast bub3,mlh1 rad18,cln2 rad14,yeast sgs1 mgt1,rad50,yeast mec2-1
CCn1c(=O)sc2cc(Cl)ccc21,-32,15,5,2,-7,-21
Cc1cc(=O)n(-c2ccccc2)c(=O)n1-c1nc2ccccc2[nH]1,-4,32,4,15,19,-8
O=C(N/N=C/c1cccc(C(F)(F)F)c1)c1ccncc1,8,6,-16,11,13,7
CC(C)(C)C([O-])=C1C(=O)c2ccccc2C1=O.CC(C)(C)C([O-])=C1C(=O)c2ccccc2C1=O.CC[O-].CC[O-].[Ti+4],59,46,47,57,20,47
O=C1C(c2[nH]c3c(Br)cc(Br)cc3c2O)=Nc2c(Br)cc(Br)cc21,8,-27,-51,-23,-70,-10
COc1ccc(CC(=O)O)cc1OCc1ccccc1,-25,9,-2,-10,-5,-9
O=C(CCN1CCCC1)Nc1nc(-c2ccc(Cl)cc2)cs1,32,34,47,55,31,9
O=C1CC=C(CCn2nnc3cc4c(cc3c2=O)OCO4)CC1,-7,12,3,19,18,7
Cc1ccc(C2C(O)=C(c3ccccc3)Sc3ccc(C)cc32)cc1 (centres undefined),13,31,23,77*,36,2
O=[N+]([O-])c1cc(F)cc(F)c1,-8,5,-22,-1,-4,-10
Cc1ccc2snc(C(=O)O)c2c1[N+](=O)[O-],-14,9,-2,4,17,1
COc1ccc(C(=O)OC2CCCC2)cc1,10,25,-10,40,46,7
CC(C)=CCc1c2c(c(O)c3c(=O)c(-c4ccc(O)cc4O)coc13)C=CC(C)(C)O2,81*,85*,83*,86*,83*,86*
S=C(Sc1ccc(Cl)cc1)Sc1ccc(Cl)cc1,30,24,23,54,47,20
COc1ccc2c(c1OC)C(=O)OC2,3,-2,11,5,6,-12
O=NNc1ccc(Sc2ccc3ccccc3c2)cn1,35,52,25,19,22,12
COc1cccc(C(OC(=O)c2ccccc2)c2nncc3ccccc23)c1OC (centres undefined),10,6,6,10,32,12
CC(C)/C(Cl)=N/OC(=O)Nc1ccc(F)c(Cl)c1,61,-37,-1,89*,37,35
CCc1ccc(/C=C/C(=O)C(C)CN(C)C)cc1 (centres undefined),14,10,22,-2,-5,26
O=C1C=CC2CCC1C2 (centres undefined),-39,-29,27,-20,25,-6
O=C(Nc1ccccc1)C(F)(F)F,-16,-22,-9,-26,-3,-23

As a working copy, some entries already given.
Structure,yeast bub3,mlh1 rad18,cln2 rad14,yeast sgs1 mgt1,rad50,yeast mec2-1
O=C1NCc2ccccc21,2,0,-3,-32,-18,-34
COc1cc(NC=C2C(=O)OC(C)(C)OC2=O)c(OC)c(C)c1OC,-23,4,0,-10,1,-27
CC(CN(CP(=O)([O-])[O-])CP(=O)([O-])[O-])N(CP(=O)([O-])[O-])CP(=O)([O-])[O-].N.N.[Pt+2] (centres undefined),10,-11,24,-19,-19,-20
CC(C)(C)C(=O)C(c1ccc(-c2cscn2)cc1)c1ccc(-c2cscn2)cc1,-5,-22,1,-1,-2,-3
COC(=O)C(S)(NC(C)=O)C(C)C (centres undefined),-19,16,-30,-1,0,-10
COc1cc2c(c3c1c(=O)c1cccc(F)c1n3C)C=CC(C)(C)O2,11,29,8,-2,9,13
CS(=O)(=O)N(N(CCCl)S(=O)(=O)c1ccccc1)S(C)(=O)=O,-9,-24,2,-7,27,-13
COc1ccc(-c2csc(=[N+]3CCCCC3)s2)cc1,-20,-26,-6,0,8,0
CN1C(=O)CCSC1=S,14,-2,-19,-5,4,-12
CCOC(=O)C(O)(CC)c1cc[n+](Cc2cc3ccccc3nc2Cl)cc1C (centres undefined),6,20,-10,17,38,8
O/N=C1/CC2(N3CCOCC3)C3CC/C(=N\O)C2CC1(Cc1ccccc1)C3 (centres undefined),-11,-10,28,17,3,0
CNC1(C(=O)O)CC1,-20,-11,4,-18,-16,-4
CSc1nc2c(N)ncnc2n1C,8,37,28,10,11,1
CC(=O)Nc1ccc(S(=O)(=O)NN)cc1,5,9,10,-5,-16,-12
C=CC(=O)N1C/C(=C\c2ccc(OC)cc2)C(=O)/C(=C/c2ccc(OC)cc2)C1,-20,-17,5,-1,42,-17
O=C(NCCNCCNCCNC(=O)c1cc(-c2ccccc2)nc2ccccc12)c1cc(-c2ccccc2)nc2ccccc12,99*,99*,99*,99*,99*,99*
NNC(=O)c1cccs1,-1,37,-8,-6,16,1
Cc1cccc(NCc2ccccc2)c1,30,25,-22,19,32,6

An excerpt from above, reduced to rad50.
| molecule | rad50 |
| --- | --- |
| CC(C)/C(Cl)=N/OC(=O)Nc1ccc(F)c(Cl)c1 | 37 |
| O=NNc1ccc(Sc2ccc3ccccc3c2)cn1 | 22 |

High-throughput results deposited in PubChem by NCI.
